Nrf2 ARE act = Nrf2 pathway activation. AID 624171. hit rate 0.31% among 410,000. Potency, µM (doses to about 46.1 µM), for the others: top-dose activation, most hits filed as activators. AREc32 ARE-luciferase reporter (MCF7-derived line), luminescence, 24 h; further: potency means the concentration at half of the fitted maximal effect; % of control where 0% means no effect; nearly all actives have a fitted effect of over 65% in size
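Each well held 1000 AREc32 cells, which were incubated with compound for 24 hr at 37 deg C after overnight attachment, and ARE reporter activity was quantified by firefly luciferase luminescence.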
ATXN2 expr inh = ATXN2 expression inhibition; AID 1745845; hit rate 0.72% among 360,000; Potency, µM (top dose mostly 57 µM), without a hit: at the top dose activity change, negative = inhibition, usual class: inhibitors; HEK-293 ATXN2-luciferase reporter, luminescence, 24 h; further: potency means the concentration at half of the fitted maximal effect; on the % scale 0 is the no-effect control and ±100 the full control effect; nearly all actives have a fitted effect of over 55% in size
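qHTS (up to 57 uM final) was run with 24 h compound exposure of reporter cells at 37 °C. Each well was multiplexed: SteadyGlo luminescence measured ATXN2-luciferase expression after a fluorogenic Gly-Phe-AFC viability readout (25 uM final).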
IL1B secr inh = inflammasome signaling inhibition, IL-1 beta readout; THP-1 LPS/ATP IL-1B secretion, AlphaLISA, 16 h; stronger effect = lower value; activity change, % at 57.5 µM; hit rate 4.7% among 360,000; AID 743279; in the data active means activity change below about -50%; inconclusive means mostly about -30% to -49%; further: on the % scale 0 is the no-effect control and ±100 the full control effect
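THP-1 cells pretreated 1 hr with compounds (up to 57.5 uM final), then stimulated with LPS (250 ng/mL final) plus ATP (1.25 mM final); secreted IL-1B measured by AlphaLISA after 16 hr, decreased signal indicating inhibition.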
MCF10A rereplic = DNA re-replication induction in MCF 10a cells | MCF 10A DNA re-replication, Hoechst nuclear intensity, 48 h | Potency, µM (top dose mostly 46.1 µM), without a hit: top-dose activity, positive = re-replication, usual class: activators | hit rate 2.9% among 350,000 | AID 624296; further: potency means the concentration at half of the fitted maximal effect; % of control where 0% means no effect; nearly all actives have a fitted effect of over 50% in size
Nrf2 block = blocks Nrf2 signaling. A549 ARE-Fluc reporter, luciferase luminescence, 18-24 h. Potency, µM (top dose mostly 46 µM), inactives show at the top dose activity change, negative = inhibition, most hits filed as inhibitors. hit rate 2.1% among 360,000. AID 504444; further: potency means the concentration at half of the fitted maximal effect; on the % scale 0 is the no-effect control and ±100 the full control effect; nearly all actives have a fitted effect of over 60% in size
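A549 ARE_Fluc cells, 5000/well, 5% FBS OPTI-MEM; compounds in dose-response, 18-24 h at 37 °C/5% CO2; CellTiter-Fluor viability read (Ex 405/Em 525), then BugLite luciferase luminescence = Nrf2 activity.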
TGFb inhibitor = TGF-b pathway inhibition; HepG2 CAGA-GFP TGF-b/SMAD3 reporter, GFP fluorescence, 18 h; TGF-beta stimulated, 500 pg/mL final; Potency, µM (doses to about 46.1 µM), for the others: at the top dose activity, negative = inhibition, actives largely listed as inhibitors; hit rate 1.2% among 410,000; AID 588855; further: potency means the concentration at half of the fitted maximal effect; on the % scale 0 is the no-effect control and ±100 the full control effect; nearly all actives have a fitted effect of over 65% in size
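HEPG2 CAGA-GFP cells (1000/well, DMEM with 1% FBS) were pre-incubated 2 h at 37 degrees C, given compound by pin tool, then stimulated with TGF-beta at 500 pg/mL final for 18 h before per-cell GFP fluorescence imaging.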
HepG2 tox = HepG2 cytotoxicity, counter-screen for TGF-b inhibitors; HepG2 CAGA-GFP viability, ATP luminescence, 18 h; Potency, µM (titrated, usually from 46.1 µM), inactives show at the highest dose activity change, negative = cytotoxicity, hits mostly cytotoxic; hit rate 0.76% among 410,000; AID 588856; further: potency means the concentration at half of the fitted maximal effect; some results filed as inactive show a strong effect at the top dose
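CellTiter-Glo luminescence gave cytotoxicity after 18 hours at 37 degrees C. The cells were HepG2 CAGA-GFP in 1% FBS DMEM, stimulated with 500 pg/mL TGF-beta after compound addition. %Activity was normalised to no-cell wells (complete cell-killing) and DMSO (no toxicity), and curves were fitted and classified.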
S2 tox = viability counter-screen for ATXN expression inhibitors. Potency, µM (top dose mostly 56.7 µM), most hits filed as cytotoxic. hit rate 0.49% among 400,000. S2 cells (HEK-293 line with an ATXN2-luciferase reporter) viability, CellTiter-Fluor protease fluorescence, 24 h. AID 651635; further: potency means the concentration at half of the fitted maximal effect; nearly all actives have a fitted effect of over 40% in size
A549 viability = counter-screen for Nrf2 inhibitors: cytotoxicity in A549 cells. A549 ARE-Fluc cells, CellTiter-Fluor viability, 18-24 h. Potency, µM (top dose mostly 46 µM), inactives show top-dose activity change, negative = cytotoxicity, hits mostly inhibitors. hit rate 0.16% among 390,000; further: potency means the concentration at half of the fitted maximal effect; on the % scale 0 is the no-effect control and ±100 the full control effect
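A549 ARE-Fluc cells in 5% FBS OPTI-MEM, 5000 cells/well, rested 2 h then exposed to compounds in concentration-response for 18-24 h at 37 °C. Viability by CellTiter-Fluor fluorescence (Ex 405/Em 525) after 30 min; luciferase luminescence (BugLite, 15 min, RT) read afterwards.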
* hit, by the source's call; i = inactive; ? = inconclusive; nt = no result given; & = joins results of further samples; [ ] = another dose, or the depositor's remark. Unless noted, the call rests on the fitted dose curve; in most records, active means well fitted curve in the direction sought with a large enough effect; inconclusive means small, poorly fitted or top-dose-only effect, or another doubt; inactive means no such curve, though single readings can be large; an effect the other way counts as inactive or inconclusive.

no.	Molecule	Nrf2 ARE act	ATXN2 expr inh	IL1B secr inh	MCF10A rereplic	Nrf2 block	TGFb inhibitor	HepG2 tox	S2 tox	A549 viability
1	Cc1cc(=O)oc2cc(OCC(=O)OCC(=O)Nc3ccccc3C(C)C)ccc12	0.4%	-1%	32	-4%	-7%	-2%	-1%	i	-3%
2	COc1ccc(NC(=O)C[C@H]2C(=O)N(C3CCCCC3)C[C@@H]2c2ccc(OC)cc2)cc1	1.0%	6%	-21	nt	nt	-3%	-28%	i	nt
3	CCCC[C@@H]1CNC(=O)C(=O)N1CCCCC1CCCCC1	1.6%	-9%	0	nt	nt	nt	nt	i	nt
4	COc1cccc(Oc2cncnc2-c2ccc(OC)cc2O)c1	0.3%	-6%	-9	28%	-13%	12%	-21%	i	-15%
5	CCN(CC)S(=O)(=O)c1ccc(=O)n(CC(=O)N2Cc3ccccc3CC2C(N)=O)c1 (stereo not given)	-0.2%	-4%	7	-1%	6%	22%	-5%	i	-1%
6	Cc1ccccc1-n1c(SCc2ccccn2)nc2n[nH]c(C)c2c1=N	3.4%	2%	?	?	?	?	-21%	i	-14%
7	COc1cc2ccccc2cc1C(=O)Nc1ccc(NC(=O)c2cccs2)cc1	0.5%	-18%	-2	6%	?	-4%	-14%	i	-4%
8	Cc1ccccc1N1C(=O)CC2(CCCC2)CC1=O	0.4%	-25%[2.22 µM]	4	3%	-1%	4%	0%	i	1%
9	Cc1ccc(NC(=O)CCC(C(=O)O)N2C(=O)c3ccccc3C2=O)cc1 (stereo not given)	0.1%	-14%	-17	-3%	-6%	-3%	-30%	i	-5%
10	CCn1cc(CNC(=O)c2ccc3nc(Cc4ccc(OC)cc4)oc3c2)cn1	0.9%	-32%	-3	8%	?	-12%	-4%	?	-8%
11	Cc1csc2nc(NC(=O)c3ccccc3)sc(=O)c12	3.2µM*	23%	29	?	?	-5%	9%	i	-1%
12	NC(=O)c1nsc(C(=O)N(c2ccccc2)C(C(=O)NC2CCCC2)c2ccc3ncccc3c2)c1N (stereo not given)	-0.1%	?	34	21µM*	-24%	1%	-19%	?	-4%
13	Nc1cccnc1Sc1ccc([N+](=O)[O-])cn1	2.0%	8%[11.3 µM]	-17	0%	12%	7%	-3%	i	1%
14	COc1cc(CN2CCCCC2)ccc1OCc1ccccc1	2.4%	25%	-15	22%	8%	-4%	-26%	i	-4%
15	COC(=O)c1ccc(NC(=O)C(=O)NCC(c2cccnc2)N2CCc3ccccc32)cc1 (stereo not given)	4.6%	nt	nt	nt	4%	?	-14%	nt	-3%

Other records follow.
no.	Molecule	Nrf2 ARE act	ATXN2 expr inh	IL1B secr inh	MCF10A rereplic	Nrf2 block	TGFb inhibitor	HepG2 tox	S2 tox	A549 viability
16	CCC1S/C(=N/C(=O)NC2CCCCC2)NC1=O (stereo not given)	-0.1%	226%[activator]	-4	-3%	?	1%	1%	i	-4%
17	CCCCCC(=O)N1C[C@@H](n2cc(COC(=O)c3ccccc3)nn2)[C@H](O)C[C@@H]1c1ccc(Cl)cc1	0.8%	?	7	nt	nt	-23%	-38%	nt	nt
18	COC(=O)c1ccc(COc2c(F)c(F)cc(F)c2F)o1	-0.8%	10%	-17	4%	6%	-4%	8%	i	4%
19	Cc1cc2cc(C)c(SCC(=O)NCc3ccco3)nc2cc1C	0.7%	19%	-13	16%	18%	15%	-2%	i	-5%
20	COC(=O)c1ccccc1OCC(=O)NC1CCCCC1	2.6%	38%[activator]	0	22%	3%	-26%	-32%	i	-5%
21	O=Cc1cc2ccccc2nc1SCCCF	-0.4%	-19%[11.3 µM]	48	0%	?	-13%	-1%	i	-1%
22	O=C(Nc1ccccc1)OCC1COC(c2ccccc2)(c2ccccc2)O1 (stereo not given)	-0.2%	5%	-69*	?	?	-15%	-3%	i	-2%
23	Cc1ccc2oc(-c3ccc(Cl)c(NC(=O)c4ccc(OC(C)C)cc4)c3)nc2c1	9.1%	72%[activator]	nt	nt	3%	-3%	-11%	i	-1%
24	OCCCNc1ncnc2sc(-c3ccccc3)cc12	13%	-19%	-68*	13%	?	-13%	0%	i	1%
25	CNS(=O)(=O)c1cn(CC(=O)N2CCN(c3ccc(OC)cc3)CC2)cc1S(=O)(=O)NC	-0.1%	nt	nt	nt	-5%	0%	-9%	nt	5%
26	COC(=O)c1ccc(NC(=O)CCS(=O)(=O)c2ccc3c(c2)NC(=O)C(C)S3)cc1 (stereo not given)	0.3%	10%	57	6%	?	3%	-9%	i	0%
27	CCS(=O)(=O)c1nc(S(=O)(=O)c2ccc(Cl)cc2)c(N2CCC3(CC2)OCCO3)s1	11µM*	-2%	-20	4%	6%	0%	-9%	i	2%
28	O=C(NCCC1CCCCN1S(=O)(=O)c1cccs1)C(=O)Nc1ccc(F)cc1 (stereo not given)	-0.8%	-10%	-63*	?	?	-20%	-17%	i	-20%
29	COc1ccc(C(=O)NC(C)c2nnc(SCC(=O)NC3=NCCS3)n2C)cc1 (stereo not given)	-0.4%	5%	14	14%	-23%	33%[activator]	-12%	i	-28%
30	COc1ccc(S(=O)(=O)Nc2ccccn2)cc1	-0.7%	2%	6	0%	6%	0%	3%	i	-7%

(next part)
no.	Molecule	Nrf2 ARE act	ATXN2 expr inh	IL1B secr inh	MCF10A rereplic	Nrf2 block	TGFb inhibitor	HepG2 tox	S2 tox	A549 viability
31	CCn1c(C)c(C)c2cc(C(=O)NCCCN3CCN(C)CC3)ccc21	-0.2%	-4%	-18	-1%	6%	6%	-16%	i	0%
32	O=[N+]([O-])C(/C=C(\Cl)[N+](=O)[O-])=C(N1CCCCC1)N1CCCCC1	6.7%[9.22 µM]	-6%	-20	0%	-17%	?	-31%	i	23µM*
33	CC(C)(C)C(=O)Nc1ccc(C(=O)COC(=O)C2CC2)cc1	2.6%	5%	2	6%	1%	-3%	-3%	i	4%
34	COc1ccc(NC(=O)CNS(=O)(=O)c2cccs2)c(OC)c1	4.9%&0.6%	3%&5%	-9	?	1%	7%&-12%	0%&-83%	i	14%&-4%
35	COc1ccc(NC(=O)CN(C)CC(=O)c2c(C)[nH]c3ccccc23)cc1	3.7%	-10%	4	?	18%	5%	3%	i	-8%
36	CN(C(=O)COC(=O)c1ccccc1C(=O)N(C)c1ccccc1)c1ccccc1	-0.1%	4%	-8	-9%	4%	9%	1%	?	-4%
37	CCN(CC)S(=O)(=O)c1cccc(NC(=O)COC(=O)/C=C/c2cccs2)c1	0.7%	10%	-12	-10%	0%	-11%	3%	i	3%
38	CC1CCCC(C)N1C(=O)COC(=O)CCC1CCCC1 (stereo not given)	-0.6%	7%	-2	-22%	-7%	-1%	-3%	i	-1%
39	CCCc1nc(SC)[nH]c(=O)c1C	-0.2%	-16%	2	32%	-31%	6%	11%	i	6%
40	CCc1cc2c(=O)n(Cc3ccccc3)c(SC3CCOC3=O)nc2s1 (stereo not given)	0.2%	9%	9	-1%	14%	0%	3%	i	8%
41	Cc1ccc(SCC(=O)NCc2ccc(F)cc2)cc1	0.7%	-8%	20	0%	-6%	6%	3%	i	1%
42	CN(C)S(=O)(=O)c1cccc(NC(=O)CSc2nncn2-c2ccccc2)c1	0.2%	-7%	0	0.65µM*	?	-15%	-24%	i	-5%
43	COC(=O)c1cn(CC(=O)NC2CCCCC2)c2ccccc12	-0.4%	-1%	9	25%	2%	26%	-8%	i	-3%
44	Cc1cccc(N2CCN(C(=O)Cn3c(=O)c4cccn4c4ccc(F)cc43)CC2)c1C	-0.8%	nt	nt	nt	5%	-13%	-10%	nt	0%
45	COc1ccccc1CNC(=O)c1ccc2nc(-c3ccccc3)c(-c3ccccc3)nc2c1	0.3%	-2%	nt	nt	nt	-19%	-2%	?	7%

(list continues)
no.	Molecule	Nrf2 ARE act	ATXN2 expr inh	IL1B secr inh	MCF10A rereplic	Nrf2 block	TGFb inhibitor	HepG2 tox	S2 tox	A549 viability
46	Cc1occc1-c1nnc(SCC(=O)Nc2nccs2)n1CCc1ccccc1	-0.2%	-19%	-12	-6%	-24%	-8%	3%	i	-4%
47	COc1cc([C@@H]2CC=C(C(=O)O)[C@H](c3ccc(C)cc3)N2S(=O)(=O)c2ccc(C)cc2)cc(OC)c1OC	-0.6%	-1%	39	-11%	7%	2%	11%	i	-3%
48	COc1cccc(CN(C)C(=O)c2cc(-c3ccc(F)cc3)nc3ccccc23)c1	0.0%	-20%	-29	?	-9%	-34%	-38%	i	-3%
49	Cc1ccc(NC(=O)Cn2cc(S(=O)(=O)c3ccc(F)cc3)c(=O)c3cc4c(cc32)OCO4)cc1	-0.6%	0%	nt	nt	6%	0%	-4%	i	-1%
50	CON(C)c1nc(Oc2ccc(=O)[nH]n2)nc(N(C)C)n1	0.4%	1%	?	164%[0.0737 µM]	14%	15%	9%	i	-9%
51	COc1ccc(/C=C(/NC(=O)c2ccccc2OC)C(=O)Nc2ccc(C(=O)O)cc2)cc1	-0.3%	5%	-6	0%	19%	0%	-35%	i	-2%
52	COc1ccc(C(=O)C(C)OC(=O)CNC(=O)C2CCCCC2)cc1 (stereo not given)	0.1%	nt	-13	-6%	8%&10%	2%&-3%	5%&0%	i	-1%&-1%
53	c1cnc2ccc3c(c2c1)COCO3	7.2%	-2%	-10	-1%	-12%	-8%	-3%	i	3%
54	Cc1ccc(NC(=O)c2sc3nc(N4CCOCC4)c4c(c3c2N)CC(C)(C)OC4)cc1	0.2%	-22%	-5	?	11%	9%	7%	i	0%
55	Cc1ccccc1NC(=O)CN1C(=O)N/C(=C\c2ccc(N3CCOCC3)c(F)c2)C1=O	-0.6%	-4%	18	5%	-16%	?	-20%	i	-8%
56	CCNC(=O)CN(c1ccc(OC)c(OC)c1)S(=O)(=O)c1ccccc1	0.4%	4%	11	0%	12%	3%	2%	i	-7%
57	CCOC(=O)COc1ccc(Oc2nc(C)cc(OC)n2)nn1	0.1%	0%	0	-7%	nt	-5%	2%	i	2%

Screens (PubChem)
